# CaV13 ICDI inh: Primary screen for inhibitors of IQ motif and Ca2+-dependent inactivation inhibitor domain binding in CACNA1D, Förster resonance energy transfer in living cells, … | HEK cells, CFP/YFP FRET ICDI-IQ, plate reader, 10 min; percent FRET-ratio fall versus neutral wells | inhibition, % at 12.3 µM | hit rate 0.098% among 340,000;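 active = mean replicate inhibition of at least 30% and at least 1% of replicates passing that level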;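 note: 0% = median of the neutral control wells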
# MITF TRPM1 inh: inhibitors of MITF-driven TRPM1 promoter in melanoma cells; hit rate 0.83% among 330,000; SK-MEL-5 TRPM1 promoter luciferase, 24 h; inhibition, % at 12.5 µM;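 active = mean inhibition across replicates of 60% or more, whatever share of single replicates reaches that level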; note: values of inactives mirror those of a sister screen read the other way
# Exocytosis inh: lytic granule exocytosis inhibition | TALL-104 LAMP-1 surface exposure, flow cytometry; cells stimulated with thapsigargin and PMA | inhibition, % at 10 µM | hit rate 0.66% among 360,000 | AID 651702;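 active = inhibition above about 55%, limit read from the data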
# Peg3 prom inh: Peg3 promoter activity inhibition. hit rate 1.7% among 360,000. HeLa PEG-Prom luciferase reporter, luminescence, overnight. AID 588405. inhibition, % at 20 µM;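 active = inhibition of at least 50% at 20 µM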
# aDG glyco up: alpha-DG glycosylation activation | Pro5-aDG cells, alpha-DG glycosylation AlphaScreen (IIH6); 0% Pro5, 100% B10-LARGE cell signal | AID 624168 | activation, % at 10 µM | hit rate 0.22% among 360,000;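 active = activation of at least 8% versus controls, or a plate z-score of at least 8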;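 note: Pro5 are CHO cells carrying HIG-tagged alpha-DG that lacks glycosylation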
# iPSC survival up: increases survival of single human iPS cells; hiPSC single-cell survival, ATPlite luminescence; 100% = ROCK inhibitor wells, 0% = DMSO; survival enhancement, % at 20 µM; hit rate 0.044% among 360,000; in the data active = survival enhancement above about 18%;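 note: cells exposed to compounds for 16 hours before the ATP read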
# Vif imaging: inhibitors of HIV Vif; HEK293T cells, Vif self-association by quenched fluorescence, imaging, 24 h; inhibition, % at 7.49 µM; hit rate 0.35% among 340,000; in the data active = inhibition above about 50%, passing the limit was not always enough; note: some results filed as inactive read as strong as hits
# NR2E3 ag-1: activates human NR2E3 receptor; hit rate 0.35% among 360,000; Q9Y5X4; CHO-S Gal4-NCOR/VP16-NR2E3 two-hybrid, luciferase; AID 602229; inhibition of corepressor binding, % at 3.98 µM;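 active = inhibition above the mean of all tested compounds plus 3 SD, cut at about 70% in these data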;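 note: 0% = DMSO with NR2E3 transfected cells and 100% = cells lacking NR2E3 construct; higher means lower luciferase signal from less NR2E3 corepressor binding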
# Target sequence (Q9Y5X4 whole entry, looked up, the tested form may be a part): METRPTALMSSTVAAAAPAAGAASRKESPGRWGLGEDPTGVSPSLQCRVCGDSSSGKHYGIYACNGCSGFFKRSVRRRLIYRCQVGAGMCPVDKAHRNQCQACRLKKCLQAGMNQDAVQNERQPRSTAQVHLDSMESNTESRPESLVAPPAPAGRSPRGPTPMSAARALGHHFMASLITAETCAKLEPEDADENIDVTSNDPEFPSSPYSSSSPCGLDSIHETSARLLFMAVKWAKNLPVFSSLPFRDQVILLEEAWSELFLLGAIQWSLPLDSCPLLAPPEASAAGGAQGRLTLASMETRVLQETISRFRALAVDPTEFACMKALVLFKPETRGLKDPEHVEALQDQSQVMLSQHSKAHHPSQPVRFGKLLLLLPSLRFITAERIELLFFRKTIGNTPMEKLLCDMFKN
# HIF-2a inh: inhibitors of HIF-2a; AID 624352; 786-0 RCC cells HIF-2a reporter, luciferase luminescence, overnight; inhibition, % at 18.8 µM; hit rate 0.72% among 360,000;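 active = inhibition of the luminescence signal of 40% or more relative to plate controls, in a single-dose primary screen at 18.75 µM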
# NR2E3 ag-2: NR2E3 (human) agonism. GST-NR2E3/biotin-RetCOR TR-FRET, 1536-well. inhibition of corepressor binding, % at 4.78 µM. hit rate 0.12% among 320,000. AID 2300;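 active = percent inhibition above the cutoff of mean plus 3 SD of all tested compounds, set per screening campaign, cut at about 20% in these data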;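 note: 0% = DMSO wells and 100% = biotin wells as full block of FRET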
#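 System: GST-tagged NR2E3 plus biotinylated RetCOR corepressor; Amount: 1.35 nM GST-tagged NR2E3 final; Dosing: single nominal compound dose of 4.8 µM; Schedule: 5 h incubation at 4 °C; Technique: TR-FRET with europium anti-GST and streptavidin-D2, 340 nm excitation; Controls: biotin wells as high control, 0.6% DMSO wells as low control.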
# PDI turbidity: inhibitors of human protein disulfide isomerase; PDI insulin aggregation turbidity, A650, 90 min; inhibition, % at 10 µM; P07237; hit rate 0.052% among 350,000;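 active = mean inhibition across replicates of 30% or more, whatever share of single replicates reach that level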;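 note: absorbance from insulin aggregation driven by PDI reduction with DTT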
# Target sequence (P07237 whole entry, looked up): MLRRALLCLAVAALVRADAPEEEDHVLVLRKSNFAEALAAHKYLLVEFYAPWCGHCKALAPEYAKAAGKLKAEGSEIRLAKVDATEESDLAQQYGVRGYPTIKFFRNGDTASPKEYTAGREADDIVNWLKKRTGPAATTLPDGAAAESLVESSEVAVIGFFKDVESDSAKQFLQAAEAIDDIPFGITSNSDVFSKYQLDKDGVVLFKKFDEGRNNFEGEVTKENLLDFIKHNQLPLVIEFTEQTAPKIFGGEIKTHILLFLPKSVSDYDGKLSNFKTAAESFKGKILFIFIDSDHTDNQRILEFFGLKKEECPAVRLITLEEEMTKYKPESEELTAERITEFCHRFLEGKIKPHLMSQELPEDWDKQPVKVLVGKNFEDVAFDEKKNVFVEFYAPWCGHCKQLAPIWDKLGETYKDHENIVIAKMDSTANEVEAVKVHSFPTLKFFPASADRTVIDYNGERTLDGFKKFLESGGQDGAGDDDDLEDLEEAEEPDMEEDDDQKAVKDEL
# Starred values were filed as active, the others as inactive; . = not tested or not shown. Compounds as they come; overall some 3.5% were active at least once.
SMILES,CaV13 ICDI inh,MITF TRPM1 inh,Exocytosis inh,Peg3 prom inh,aDG glyco up,iPSC survival up,Vif imaging,NR2E3 ag-1,HIF-2a inh,NR2E3 ag-2,PDI turbidity
COc1ccc(NC(=O)CN2CCN(c3ccccc3C)CC2)cc1,-1,-5,-6,9,-0.1,0.0,6,-8,6,-3,4
CCCn1c2ccccc2c2nnc(SC(CC)C(=O)Nc3cc(C)on3)nc21 (configuration not stated),.,5,-2,16,0.2,2.1,-9,-9,21,0,-1
Cc1cc(C)c(S(=O)(=O)N2CCOC2CNC(=O)C(=O)NCCCn2ccnc2)c(C)c1 (configuration not stated),0,-3,-2,21,0.1,-0.4,-17,-9,19,-2,-1
O=C(CN1CCN(c2ccccc2)CC1)Nc1c(C(=O)C2CC2)oc2ccccc12,-8,3,-1,9,-0.1,1.6,-3,-14,33,4,1
COc1ccc(CCNC(=O)COC(=O)c2ccc(OC)cc2OC)cc1,-6,-7,-5,16,-0.3,-0.4,5,0,0,.,-7
CCCS(=O)(=O)NC(=O)C1(C)CCN(C(=O)c2cccc(OC(F)(F)F)c2)C1 (configuration not stated),-6,.,-2,-9,0.2,0.1,-1,-31,9,.,-5
Cc1ccc(S(=O)(=O)N2[C@@H](c3ccccc3)C(C(=O)O)=CC[C@H]2c2ccc(Cl)cc2)cc1,-12,6,-3,7,0.1,5.6,-6,13,9,0,8
CCOc1nc(-c2ccc(OC)cc2)ccc1-c1noc(C)n1,-8,-6,2,-14,0.2,-1.5,-17,-21,-26,4,-1
Cc1c(Nc2ncnc3c2cnn3-c2ccccc2)c(=O)n(-c2ccccc2)n1C,-5,-12,-9,27,0.1,1.0,-8,6,4,0,7
C[C@]12c3[nH]c4ccccc4c3CCN1C(=O)C(CC(=O)NCC13CC4CC(CC(C4)C1)C3)C[C@@H]2C(=O)N1CCOCC1 (some centres not stated),-5,13,-4,-3,0.2,0.5,-2,13,10,.,2
O=C(CN1CCN(CC(=O)Nc2cccc(F)c2)CC1)NCC1(N2CCOCC2)CCCCC1,-3,2,2,-4,-0.1,-0.1,5,3,5,3,-4
CC(C)S(=O)(=O)c1ccc(C(=O)Nc2ccc(F)cc2F)cn1,4,-13,1,-16,1.0,-1.9,7,-26,-14,5,6
Cc1cc(C)c2nc(-c3ccccn3)cc(C(=O)n3cccn3)c2c1,5,28,0,19,-0.1,-0.3,-1,4,16,-3,-1
CC1(C)Oc2cc(N)c([N+](=O)[O-])cc2O1,-6,-8,-1,-16,0.5,-4.9,2,-4,-11,-4,8
COc1ccc(S(=O)(=O)N2CCCOC2CNC(=O)C(=O)NCc2ccccc2F)cc1C (configuration not stated),-9,2,-1,13,-0.2,0.5,-4,-7,7,0,-7
CC(C)C[C@@H](CN)NC(=O)c1nc[nH]c1C(=O)N[C@@H](Cc1c[nH]c2ccccc12)C(=O)CNC[C@H](C)NC(=O)c1nc[nH]c1C(=O)N[C@@H](C)C(=O)O,-8,0,0,-9,0.0,-0.1,8,-37,13,.,7
N#CC(CCc1ccccn1)c1ccccc1 (configuration not stated),-5,8,-14,4,0.1,0.0,5,0,-8,.,9
Nc1nc2ccc(C(=O)NC3CCCCC3)cc2s1,.,4,-4,-30,-0.2,-2.6,.,-16,-40,-1,-2
CCN(CC)S(=O)(=O)c1ccc(N/N=C(\C)c2cccnc2)nc1,-3,-20,4,21,0.0,-0.8,-5,7,-3,2,-3
O=C(C1CCCN(S(=O)(=O)c2cnc[nH]2)C1)N1CCN(Cc2ccccc2)CC1 (configuration not stated),.,-6,8,5,-0.1,1.9,0,-38,-1,2,-2
Cc1cc(Br)ccc1SCC(=O)OCC(O)=C(C#N)c1nc2ccccc2[nH]1,-6,17,2,66*,0.5,-1.4,16,-55,-3,.,-2
COc1ccc(/C=C(\NC(=O)c2ccco2)C(=O)N2CCOCC2)cc1,-3,-2,-7,4,-0.1,0.4,0,-14,5,0,-1
Fc1ccccc1C1c2[nH]c3ccccc3c2CCN1Cc1cccn1-c1ncccn1 (configuration not stated),-5,17,2,9,0.1,-1.4,3,-16,18,0,4
O=C(N/N=C1/CCSC1)c1cc(Br)ccc1O,-9,-5,-1,-3,0.2,6.0,-6,-28,-10,2,-2
O=S(=O)(Nc1n[nH]c(C(F)(F)F)n1)c1ccccc1,-1,-3,-6,13,-0.1,-0.4,-4,-4,-1,6,3
Cc1cc(NC(=O)c2ccccc2Cl)c(C(C)C)cc1O,-5,-6,0,-3,0.3,0.3,-6,5,1,0,6
COc1cccc(C(=O)N(Cc2ccccc2)Cc2cc3cc4c(cc3[nH]c2=O)OCCO4)c1,-9,-4,17,27,-0.1,1.5,-7,7,19,2,-6
CC(=O)Nc1cccc(-c2ccnc3c2CC(C(=O)NCCc2ccccc2)O3)c1 (configuration not stated),26,.,15,10,0.0,-0.8,7,-38,25,.,3
O=C(Nc1nnc(-c2cccnc2)o1)c1cccc(Cl)c1,-2,5,5,2,-0.3,-0.3,5,-3,7,3,5
O=C(NC(=S)Nn1cnnc1)c1ccccc1,-5,5,-2,-5,-0.3,-2.0,2,-23,0,0,3
Cc1nc2sc3c(c2c(=O)o1)CC(C)(C)OC3,.,-2,-1,-4,-0.1,2.9,5,4,3,1,-11
CCOC(=O)N1CCN(C(=O)c2cccn3c(=O)c4sccc4nc23)CC1,-4,6,0,20,0.0,-0.9,11,-45,17,3,-4
CC1Cc2ccccc2N1C(=O)CSc1nc2ccccc2o1 (configuration not stated),-3,-34,-2,-101,0.2,1.4,-23,-49,-211,-1,-7
O=C(c1ccc(=O)[nH]c1)N(Cc1cccs1)C1(C(=O)NC2CCCC2)CCCCC1,-3,12,1,10,-0.1,0.1,5,-3,15,0,5
COc1ccc(CNC(=O)COC(=O)c2c(C)nn(-c3ccccc3)c2C)cc1OC,.,2,-4,7,0.0,3.1,1,-18,16,.,6
C=CCNC(=S)NNC(=O)c1ccc(C)c(Cl)c1,-6,6,-2,-15,0.2,-0.3,5,-19,-56,-3,11
Cn1c(-c2ccc(Cl)cc2)cnc1N,.,-9,1,-7,0.0,-3.2,22,-21,-8,4,4
COc1ccc(CCN2CC(C(=O)Nc3ccccc3F)CC2=O)cc1OC (configuration not stated),-6,-10,-1,10,0.0,4.4,14,-8,5,-1,8
O=C(CSc1nnc2c(Cl)cc(Cl)cn12)N1CCN(S(=O)(=O)c2ccccc2)CC1,-5,-2,-4,-6,0.0,1.6,9,-9,19,0,-6
Cc1ccc(NC(=O)C2(C)CCN2C(=O)Cc2ccccc2Cl)cc1C (configuration not stated),-6,.,6,8,0.0,2.0,-13,9,21,.,-7
COc1ccc(-n2c(SCC(=O)Nc3ccccc3OC)nc(O)cc2=O)cc1,3,-3,4,-3,-0.1,-0.1,1,1,6,-1,3
CC(=O)[C@@H]1[C@@H](C)N(Cc2ccccc2)C(=O)N[C@H]1c1ccccc1,-4,4,-1,14,-0.1,-0.6,17,19,7,3,0
Cn1c2c(c(=O)n(C)c1=O)C1c3cc(Cl)ccc3OCC1CO2 (configuration not stated),-5,3,0,28,-0.1,-2.0,.,-3,19,4,18
COc1ccc(-n2c(-c3ccccc3)nnc2-c2ccc(Cl)cc2)cc1,-3,-2,-4,36,0.2,-2.1,.,-4,24,3,-18
COc1ccc2ccccc2c1CN1CCN(C)CC1,-5,0,2,20,-0.3,1.0,9,-38,9,-2,-6
Cc1ccc(S(=O)(=O)N2CCC(C(=O)OC(C)C(=O)NCc3ccc4c(c3)OCO4)CC2)cc1 (configuration not stated),-5,8,0,9,-0.1,4.7,21,-4,8,3,-1
CCCCc1cc(=O)oc2c3c(cc(OCC(=O)NCCCO)c12)OC(C)(C)CC3,-4,9,-8,-11,-0.1,-0.7,-3,-16,8,-1,3
CCSc1nnc(NC(=O)COc2ccc3ccccc3c2)s1,-4,2,-4,-6,-0.2,3.2,9,8,5,5,0
CSCCC(NS(=O)(=O)c1ccc2ccccc2c1)C(=O)OCC(=O)c1ccc(C(C)C)cc1 (configuration not stated),-8,-3,10,16,-0.2,0.5,-7,15,1,-1,-6
COc1ccccc1[C@@H]1C(c2ccccc2)=NN(c2ccc(Br)cc2)[C@H]1C(=O)N1CCOC1=O,-7,5,0,12,-0.2,-0.1,6,-47,-2,.,-4

# Continuation.
SMILES,CaV13 ICDI inh,MITF TRPM1 inh,Exocytosis inh,Peg3 prom inh,aDG glyco up,iPSC survival up,Vif imaging,NR2E3 ag-1,HIF-2a inh,NR2E3 ag-2,PDI turbidity
C=CCN(C(=O)CNC(=O)c1cccs1)C(C(=O)NC1CCCCC1)c1cccnc1 (configuration not stated),-5,1,-1,4,-0.1,1.0,6,-4,9,7,13
O=C(CNC(=O)c1ccncc1)N/N=C/c1ccccc1[N+](=O)[O-],-4,7,2,-53,-0.1,3.5,-4,16,-11,5,-5
COCCCn1cc(CN2CC(N3CCCC3)CS2(=O)=O)nn1 (configuration not stated),-9,.,-7,.,1.3,2.0,.,14,2,.,.
COc1ccc(S(=O)(=O)N2CCOCC2)cc1NC(=O)CN1CCC(Cc2ccccc2)CC1,-19,-4,2,-110,1.7,-0.6,4,-29,-141,-4,-7
O=S(=O)(Nc1ccc2c(c1)OCCO2)c1cccc(F)c1,-6,9,-7,9,-0.1,0.1,-2,-9,16,.,10
O=C(Nc1ccc(Br)cc1)c1ccc(-n2cnnn2)cc1,-3,-18,1,-30,0.1,0.4,-31,-2,-29,2,-2
C=CCC[C@@H](Cc1ccc(F)cc1)C(=O)OC[C@H](Cc1c[nH]c2ccccc12)NC(=O)[C@@H](CC=C)CC(=O)N[C@H](CO)Cc1ccccc1,-11,15,6,5,1.4,4.0,.,17,15,.,1
COC(=O)c1ccc(C(=O)OC)c(NC(=O)CSc2ccccn2)c1,-10,-8,3,5,0.0,-0.4,.,9,-14,-1,4
O=C(Nc1ccc2c(c1)CCCN2C(=O)c1ccccc1)c1ccccc1,-7,-55,0,-106,0.3,-0.5,-1,-61,-187,-3,4
Nc1ncnc(Nc2ccccc2Oc2ccccc2)n1,-8,-9,-6,-4,-0.3,-0.1,-3,-4,-14,.,6

# Screening data deposited in PubChem BioAssay by several laboratories.
